Assay outcomes deposited in PubChem BioAssay by National Center for Advancing Translational Sciences (NCATS).
A549 viability – A549 cytotoxicity, counter-screen for Nrf2 inhibitors. A549 ARE-Fluc cells, CellTiter-Fluor viability, 18-24 h. Potency, µM (doses to about 46 µM), inactives show at the top dose activity change, negative = cytotoxicity, hits mostly inhibitors. 0.16% of 390,000 active. AID 504648; further: on the % scale 0 is the no-effect control and ±100 the full control effect
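A549 ARE-Fluc cells in 5% FBS OPTI-MEM, 5000 cells/well, rested 2 h then exposed to compounds in concentration-response for 18-24 h at 37 °C. Viability by CellTiter-Fluor fluorescence (Ex 405/Em 525) after 30 min; luciferase luminescence (BugLite, 15 min, RT) read afterwards.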
ATXN2 expr inh – reduces ATXN2 reporter expression in HEK-293 cells; HEK-293 ATXN2-luciferase reporter, luminescence, 24 h; Potency, µM (series often up to 57 µM), without a hit: top-dose activity change, negative = inhibition, usual class: inhibitors; 0.72% of 360,000 active; AID 1745845; further: on the % scale 0 is the no-effect control and ±100 the full control effect; nearly all actives have a fitted effect of over 55% in size
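ATXN2-luciferase reporter cells (luciferase flanked by upstream and downstream ATXN2 gene portions) were treated 24 h at 37 °C with compounds at up to 57 uM. SteadyGlo luminescence gave expression; GF-AFC fluorescence gave viability.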
Nrf2 ARE act – activators of Nrf2 (ARE) signaling. Potency, µM (titrated, usually from 46.1 µM), for the others: top-dose activation, hits mostly activators. AID 624171. AREc32 ARE-luciferase reporter (MCF7-derived line), luminescence, 24 h. 0.31% of 410,000 active; further: % of control where 0% means no effect; nearly all actives have a fitted effect of over 65% in size
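Nrf2 activation is followed as ARE-luciferase induction in the AREc32 line after one day of compound treatment; luminescence is read with Steady-Glo.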
ATXN viability – cell viability loss in ATXN counter-screen; Potency, µM (highest dose often 56.7 µM), hits mostly cytotoxic; S2 cells (HEK-293 line with an ATXN2-luciferase reporter) viability, CellTiter-Fluor protease fluorescence, 24 h; 0.49% of 400,000 active; further: nearly all actives have a fitted effect of over 40% in size
TGFb SMAD3 inh – TGF-b pathway inhibition; AID 588855; HepG2 CAGA-GFP TGF-b/SMAD3 reporter, GFP fluorescence, 18 h; TGF-beta stimulated, 500 pg/mL final; 1.2% of 410,000 active; Potency, µM (top dose mostly 46.1 µM), for the others: top-dose activity, negative = inhibition, actives largely listed as inhibitors; further: on the % scale 0 is the no-effect control and ±100 the full control effect; nearly all actives have a fitted effect of over 65% in size
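Per well, imaged GFP fluorescence of HEPG2 CAGA-GFP cells gives the signal; cells get compound, then TGF-beta (500 pg/mL final), 18 h at 37 degrees C; %Activity versus -TGF-beta and +DMSO controls.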
MCF10A rereplic – DNA re-replication induction in MCF 10a cells; MCF 10A DNA re-replication, Hoechst nuclear intensity, 48 h; Potency, µM (series often up to 46.1 µM), for inactives: at the highest dose activity, positive = re-replication, hits mostly activators; 2.9% of 350,000 active; further: % of control where 0% means no effect; nearly all actives have a fitted effect of over 50% in size
Nrf2 block – Nrf2 pathway inhibition; A549 ARE-Fluc reporter, luciferase luminescence, 18-24 h; Potency, µM (doses to about 46 µM), inactives show at the top dose activity change, negative = inhibition, hits mostly inhibitors; 2.1% of 360,000 active; AID 504444; further: on the % scale 0 is the no-effect control and ±100 the full control effect; nearly all actives have a fitted effect of over 60% in size
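Two sequential reads on A549 ARE_Fluc cells exposed to compound for 18-24 h: a CellTiter-Fluor fluorescence read for viability, then a luciferase luminescence read for Nrf2/ARE activity.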
EPAC2 antagonist – antagonists of human EPAC2; Q8WZA2; EPAC2 GEF exchange of Rap1B-BODIPY-GDP, fluorescence; Potency, µM (highest dose often 114 µM), without a hit: at the top dose activity, negative = inhibition, most hits filed as inhibitors; 0.18% of 360,000 active; further: on the % scale 0 is the no-effect control and ±100 the full control effect; nearly all actives have a fitted effect of over 45% in size; many of its hits are not listed in these tables
Target sequence (Q8WZA2 whole entry, looked up): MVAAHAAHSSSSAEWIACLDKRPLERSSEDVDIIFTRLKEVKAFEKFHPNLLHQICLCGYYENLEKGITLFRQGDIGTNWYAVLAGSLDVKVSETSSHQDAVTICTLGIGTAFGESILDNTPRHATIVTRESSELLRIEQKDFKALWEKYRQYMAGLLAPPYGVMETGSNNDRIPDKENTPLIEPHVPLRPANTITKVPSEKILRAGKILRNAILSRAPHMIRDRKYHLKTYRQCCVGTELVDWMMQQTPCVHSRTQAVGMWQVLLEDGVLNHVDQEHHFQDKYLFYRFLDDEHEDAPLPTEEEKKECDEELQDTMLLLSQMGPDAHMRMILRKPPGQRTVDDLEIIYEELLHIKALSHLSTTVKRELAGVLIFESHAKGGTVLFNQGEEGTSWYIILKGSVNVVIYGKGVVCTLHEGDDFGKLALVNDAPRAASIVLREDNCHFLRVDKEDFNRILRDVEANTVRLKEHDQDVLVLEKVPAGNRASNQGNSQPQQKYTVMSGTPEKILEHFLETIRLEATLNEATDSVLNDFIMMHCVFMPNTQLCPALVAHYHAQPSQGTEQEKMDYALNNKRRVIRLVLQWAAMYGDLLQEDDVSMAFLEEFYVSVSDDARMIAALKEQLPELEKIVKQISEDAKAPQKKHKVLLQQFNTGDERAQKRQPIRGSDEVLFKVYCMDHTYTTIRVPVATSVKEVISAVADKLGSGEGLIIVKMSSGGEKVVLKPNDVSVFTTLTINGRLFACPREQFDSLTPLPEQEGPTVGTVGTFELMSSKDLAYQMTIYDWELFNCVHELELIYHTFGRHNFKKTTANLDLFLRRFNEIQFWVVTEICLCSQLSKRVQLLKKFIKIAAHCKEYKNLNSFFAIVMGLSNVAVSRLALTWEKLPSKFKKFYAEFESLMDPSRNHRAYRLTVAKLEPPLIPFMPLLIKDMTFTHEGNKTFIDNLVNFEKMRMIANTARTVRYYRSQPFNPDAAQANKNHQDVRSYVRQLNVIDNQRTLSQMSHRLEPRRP
HepG2 viability – counter-screen for TGF-b inhibitors: cytotoxicity in HepG2 cells; HepG2 CAGA-GFP viability, ATP luminescence, 18 h; Potency, µM (top dose mostly 46.1 µM), without a hit: top-dose activity change, negative = cytotoxicity, most hits filed as cytotoxic; 0.76% of 410,000 active; AID 588856; further: some results filed as inactive show a strong effect at the top dose
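CellTiter-Glo luminescence gave cytotoxicity after 18 hours at 37 degrees C. The cells were HepG2 CAGA-GFP in 1% FBS DMEM, stimulated with 500 pg/mL TGF-beta after compound addition. %Activity was normalised to no-cell wells (complete cell-killing) and DMSO (no toxicity), and curves were fitted and classified.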
* hit, by the source's call; & = joins results of further samples; [ ] = dose if it differs, or a comment. The call rests on the fitted dose curve; in most records, active means well fitted curve in the direction sought with a large enough effect; inconclusive means small, poorly fitted or top-dose-only effect, or another doubt; inactive means no such curve, though single readings can be large; an effect the other way counts as inactive or inconclusive. Potency means the concentration at half of the fitted maximal effect. Only part of the results is shown; the hit share may differ from the screen's.

How did C=Cc1ccc(Cn2c(=O)n(CCCOC)c(=O)c3sccc32)cc1 do in these assays?
A549 viability: 0%; ATXN2 expr inh: -13%; Nrf2 ARE act: 2.9%; ATXN viability: inactive; TGFb SMAD3 inh: 2%; MCF10A rereplic: 1%; Nrf2 block: -24%; EPAC2 antagonist: -8%; HepG2 viability: 4%

How did O=C(CCc1nnc(C2CCCCC2)o1)N1CCC(Oc2cccnc2)CC1 do in these assays?
A549 viability: -5%; ATXN2 expr inh: 9%; Nrf2 ARE act: 0.2%; ATXN viability: inactive; TGFb SMAD3 inh: 14%; MCF10A rereplic: 6%; Nrf2 block: -3%; EPAC2 antagonist: 6%; HepG2 viability: -1%

What do the screens show for `COCCNC(=O)C1c2ccccc2C(=O)N(CCOC)C1c1ccc(F)cc1` (stereo not drawn)?
A549 viability: 1%; ATXN2 expr inh: 3%; Nrf2 ARE act: -0.4%; ATXN viability: inactive; TGFb SMAD3 inh: 11%; MCF10A rereplic: 2%; Nrf2 block: 6%; EPAC2 antagonist: -3%; HepG2 viability: 4%

Results for O=C(O)c1c2c(nc3ccc(S(=O)(=O)N4CCC(C(=O)NCc5ccccc5Cl)CC4)cc13)CCCC2 ?
A549 viability: 3%; ATXN2 expr inh: -20%; Nrf2 ARE act: -0.6%; ATXN viability: inactive; TGFb SMAD3 inh: -1%; MCF10A rereplic: 6%; Nrf2 block: 7%; EPAC2 antagonist: 5%; HepG2 viability: 7%

Results for O=c1[nH]c2ccccc2nc1/C=C(\O)C1CC1 ?
A549 viability: -13%; ATXN2 expr inh: -16%; Nrf2 ARE act: -0.2%; ATXN viability: inactive; TGFb SMAD3 inh: -17%; MCF10A rereplic: 8%; Nrf2 block: 3%; EPAC2 antagonist: 0%; HepG2 viability: -36%

What do the screens show for `COc1ccc(N2CCN(CC(=O)c3ccc(O)cc3O)CC2)cc1`?
A549 viability: -2%; ATXN2 expr inh: -3%; Nrf2 ARE act: -1.0%; ATXN viability: inactive; TGFb SMAD3 inh: 2%; MCF10A rereplic: -22%; Nrf2 block: 1%; EPAC2 antagonist: 2%; HepG2 viability: 1%

How did CCCCCCn1cc(CN2CC(N3CCN(CCN(C)C)CC3)CS2(=O)=O)nn1 (stereo not drawn) do in these assays?
ATXN2 expr inh: 20%; Nrf2 ARE act: -0.3%; ATXN viability: inactive; EPAC2 antagonist: 8%

How did COc1ccc(S(=O)(=O)NCc2cccnc2)cc1NC(=O)c1ccc(C)cc1 do in these assays?
A549 viability: 0%; ATXN2 expr inh: 3%; Nrf2 ARE act: -0.5%; ATXN viability: inactive; TGFb SMAD3 inh: 1%; MCF10A rereplic: 6%; Nrf2 block: -15%; EPAC2 antagonist: -6%; HepG2 viability: 2%

Results for COc1cc(OC)cc(C(=O)N2c3ccc(F)cc3CCC2C)c1 (stereo not drawn) ?
A549 viability: -13%; ATXN2 expr inh: -2%; Nrf2 ARE act: -0.6%; ATXN viability: inactive; TGFb SMAD3 inh: 0%; MCF10A rereplic: -1%; Nrf2 block: -20%; EPAC2 antagonist: 6%; HepG2 viability: 8%

Results for COc1cccc(CN(C(=O)c2oc3ccc(Br)cc3c2C)C2CCS(=O)(=O)C2)c1 (stereo not drawn) ?
A549 viability: -13%; Nrf2 ARE act: 5.0%; TGFb SMAD3 inh: inconclusive; Nrf2 block: inconclusive; HepG2 viability: -26%

How did C[C@@H](CN=[N+]=[N-])CN1CC[C@H](C(C)(C)C)CCC1=O do in these assays?
A549 viability: -2%; ATXN2 expr inh: 14%; Nrf2 ARE act: -0.4%; ATXN viability: inactive; TGFb SMAD3 inh: inconclusive; MCF10A rereplic: 2%; Nrf2 block: 12%; EPAC2 antagonist: -4%; HepG2 viability: 0%&-25%

What do the screens show for `O=c1cc(CSc2ccccn2)nc(N2CCN(c3ccccc3)CC2)[nH]1`?
A549 viability: 4%; ATXN2 expr inh: -3%; Nrf2 ARE act: -0.2%; ATXN viability: inactive; TGFb SMAD3 inh: 5%; MCF10A rereplic: -176%[0.0737 µM]; Nrf2 block: 3%; EPAC2 antagonist: -7%; HepG2 viability: 3%

How did CCCC(C(=O)NCCC(C)C)N(Cc1ccc(F)cc1)C(=O)c1snc(C(N)=O)c1N (stereo not drawn) do in these assays?
A549 viability: -11%; Nrf2 ARE act: 4.5%; ATXN viability: inconclusive; TGFb SMAD3 inh: 2%; MCF10A rereplic: -2%; Nrf2 block: -28%; EPAC2 antagonist: -14%; HepG2 viability: -3%

Results for CCOc1ccc(CCNC(=O)Cn2nnc(-c3ccccc3)n2)cc1OCC ?
A549 viability: 3%; ATXN2 expr inh: -7%; Nrf2 ARE act: -0.1%; ATXN viability: inactive; TGFb SMAD3 inh: 1%; Nrf2 block: 19%; HepG2 viability: -12%

Results for CN1CCN(C(=O)/C(C#N)=C/c2ccc(F)cc2)CC1 ?
A549 viability: -1%; ATXN2 expr inh: -3%; Nrf2 ARE act: -0.6%; ATXN viability: inactive; TGFb SMAD3 inh: 5%; MCF10A rereplic: -2%; Nrf2 block: -25%; EPAC2 antagonist: -3%; HepG2 viability: 6%

Results for COc1cc2c(cc1OC)/C(=C/C(=O)c1ccc(OC)c([N+](=O)[O-])c1)NCC2 ?
A549 viability: -24%; ATXN2 expr inh: inconclusive; Nrf2 ARE act: 6.0%; ATXN viability: inactive; TGFb SMAD3 inh: 5%; MCF10A rereplic: -2%; Nrf2 block: inconclusive; EPAC2 antagonist: 14%; HepG2 viability: -12%

Results for Cc1ccc(C)c(N2N=C(C(=O)Nc3cccnc3)CCC2=O)c1 ?
A549 viability: 13%; Nrf2 ARE act: 0.1%; ATXN viability: inactive; TGFb SMAD3 inh: 8%; MCF10A rereplic: 9%; Nrf2 block: -15%; EPAC2 antagonist: -9%; HepG2 viability: 11%

Results for O=C1c2ccccc2S(=O)(=O)N1CCCN1C(=O)c2ccccc2S1(=O)=O ?
A549 viability: inconclusive; ATXN2 expr inh: 5%; Nrf2 ARE act: -0.5%; ATXN viability: inactive; TGFb SMAD3 inh: 4%; MCF10A rereplic: 0%; Nrf2 block: 9%; EPAC2 antagonist: 0%; HepG2 viability: -21%

What do the screens show for `COc1ccc(CNC(=O)Cc2nn(C)c(=O)c3ccccc23)cc1`?
A549 viability: -20%; ATXN2 expr inh: -8%; Nrf2 ARE act: 4.3%; ATXN viability: inactive; TGFb SMAD3 inh: 6%; MCF10A rereplic: 18%; Nrf2 block: 5.8µM*; EPAC2 antagonist: 7%; HepG2 viability: -1%

How did Cc1ccc(Cl)cc1NC(=O)CSc1nc(C)c(C)c(C)c1C#N do in these assays?
A549 viability: -3%; ATXN2 expr inh: 3%; Nrf2 ARE act: 0.0%; ATXN viability: inactive; TGFb SMAD3 inh: 12%; Nrf2 block: -22%; HepG2 viability: -23%

What do the screens show for `Cc1ccccc1C(=O)Nc1nnc(S(=O)(=O)N2CCCCC2)s1`?
A549 viability: -2%; ATXN2 expr inh: 4%; Nrf2 ARE act: -0.6%; ATXN viability: inactive; TGFb SMAD3 inh: -2%; MCF10A rereplic: 17%; Nrf2 block: 17%; EPAC2 antagonist: -8%; HepG2 viability: 5%

Results for COc1ccc(C(C(=O)NCC2CCCO2)N(Cc2ccccc2)C(=O)CNC(=O)c2ccco2)cc1OC (stereo not drawn) ?
A549 viability: 1%; ATXN2 expr inh: 3%; Nrf2 ARE act: -0.1%; ATXN viability: inactive; TGFb SMAD3 inh: 3%; MCF10A rereplic: -8%; Nrf2 block: -21%; EPAC2 antagonist: -15%; HepG2 viability: -11%

What do the screens show for `OC(c1ccc(F)cc1)c1nc(-c2cccs2)cs1` (stereo not drawn)?
ATXN2 expr inh: 35%[activator]; Nrf2 ARE act: 6.4%; ATXN viability: inactive; TGFb SMAD3 inh: -1%; EPAC2 antagonist: 2%; HepG2 viability: 2%

How did Cc1oc(-c2ccc(Cl)cc2)nc1CN1CCC(C(=O)NCc2ccco2)CC1 do in these assays?
A549 viability: 23%; ATXN2 expr inh: -5%; Nrf2 ARE act: 2.9%; ATXN viability: inactive; TGFb SMAD3 inh: 7%; MCF10A rereplic: 15%; Nrf2 block: 17%; EPAC2 antagonist: -1%; HepG2 viability: -39%

How did CCC(=O)Nc1ccc(C(=O)Nc2ccc3c(c2)OCO3)cc1 do in these assays?
A549 viability: -18%; ATXN2 expr inh: 0%; Nrf2 ARE act: 0.2%; ATXN viability: inactive; TGFb SMAD3 inh: 3%; MCF10A rereplic: 0%; Nrf2 block: -15%; EPAC2 antagonist: -2%; HepG2 viability: 3%

What do the screens show for `COc1cc(OC)c(OC)cc1CN1CCc2ccccc2C1`?
A549 viability: 1%; ATXN2 expr inh: -11%; Nrf2 ARE act: -0.8%; ATXN viability: inactive; TGFb SMAD3 inh: -2%; MCF10A rereplic: 18%; Nrf2 block: 8%; EPAC2 antagonist: 2%; HepG2 viability: 4%

Results for COc1ccc(C2C(C(C)=O)=C(O)C(=O)N2c2nccs2)cc1OC (stereo not drawn) ?
A549 viability: -1%; ATXN2 expr inh: -3%; Nrf2 ARE act: -0.4%; ATXN viability: inactive; TGFb SMAD3 inh: inconclusive; MCF10A rereplic: 6%; Nrf2 block: 12%; EPAC2 antagonist: -1%; HepG2 viability: 9%

What do the screens show for `COCCC(=O)N1CCCC(CNS(=O)(=O)c2ccc(OC)cc2)C1` (stereo not drawn)?
A549 viability: 14%; ATXN2 expr inh: -9%; Nrf2 ARE act: 0.1%; ATXN viability: inactive; TGFb SMAD3 inh: -13%; MCF10A rereplic: -11%; Nrf2 block: 4%; EPAC2 antagonist: -1%; HepG2 viability: -1%

An excerpt from the list above, for reference:
Results for COc1ccc(C2C(C(C)=O)=C(O)C(=O)N2c2nccs2)cc1OC (stereo not drawn) ?
A549 viability: -1%; ATXN2 expr inh: -3%; Nrf2 ARE act: -0.4%; ATXN viability: inactive; TGFb SMAD3 inh: inconclusive; MCF10A rereplic: 6%; Nrf2 block: 12%; EPAC2 antagonist: -1%; HepG2 viability: 9%

What do the screens show for `COCCC(=O)N1CCCC(CNS(=O)(=O)c2ccc(OC)cc2)C1` (stereo not drawn)?
A549 viability: 14%; ATXN2 expr inh: -9%; Nrf2 ARE act: 0.1%; ATXN viability: inactive; TGFb SMAD3 inh: -13%; MCF10A rereplic: -11%; Nrf2 block: 4%; EPAC2 antagonist: -1%; HepG2 viability: -1%
